ERAP1 HTS inh: inhibitors of human ERAP1 aminopeptidase; Q9NZ08; recombinant ERAP1, Leu-AMC fluorescence, 60 min; inhibition, % at 10.7 µM; hit rate 0.15% among 340,000; AID 652197;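 active = mean replicate inhibition of at least 30%, or all replicates individually reaching that 30% level; inactive = mean below 30% and not every replicate reaching it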;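 note: 0% = neutral control wells and 100% = L-leucinethiol positive control wells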
Target sequence (Q9NZ08 whole entry, looked up): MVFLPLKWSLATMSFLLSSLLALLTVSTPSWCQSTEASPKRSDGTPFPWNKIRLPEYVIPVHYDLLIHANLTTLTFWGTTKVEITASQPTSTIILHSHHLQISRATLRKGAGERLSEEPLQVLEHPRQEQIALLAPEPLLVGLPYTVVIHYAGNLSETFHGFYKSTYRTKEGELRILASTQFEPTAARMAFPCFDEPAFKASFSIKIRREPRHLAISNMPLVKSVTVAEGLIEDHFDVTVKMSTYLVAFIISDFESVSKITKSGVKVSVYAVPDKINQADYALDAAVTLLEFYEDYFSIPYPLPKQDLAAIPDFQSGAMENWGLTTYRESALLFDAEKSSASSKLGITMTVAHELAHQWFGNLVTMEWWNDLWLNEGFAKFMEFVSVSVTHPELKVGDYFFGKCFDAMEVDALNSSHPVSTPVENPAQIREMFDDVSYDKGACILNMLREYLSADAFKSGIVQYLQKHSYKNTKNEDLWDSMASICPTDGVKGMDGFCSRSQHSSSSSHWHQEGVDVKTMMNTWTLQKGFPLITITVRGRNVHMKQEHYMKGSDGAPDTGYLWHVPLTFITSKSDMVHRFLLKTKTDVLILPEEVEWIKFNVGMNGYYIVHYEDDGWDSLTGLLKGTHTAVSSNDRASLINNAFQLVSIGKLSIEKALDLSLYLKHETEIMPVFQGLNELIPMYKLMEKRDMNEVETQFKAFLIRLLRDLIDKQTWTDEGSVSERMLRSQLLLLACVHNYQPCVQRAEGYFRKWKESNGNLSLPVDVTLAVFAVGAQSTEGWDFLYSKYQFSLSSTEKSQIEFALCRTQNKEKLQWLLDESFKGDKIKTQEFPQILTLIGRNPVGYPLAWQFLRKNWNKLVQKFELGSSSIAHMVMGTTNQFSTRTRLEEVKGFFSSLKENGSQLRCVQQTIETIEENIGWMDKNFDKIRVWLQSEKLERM
FN deposition inh: fibronectin deposition inhibition; AID 743247; AH1F fibroblasts, Alexa488-fibronectin deposition fluorescence, overnight; hit rate 0.086% among 350,000; inhibition, % at 12.6 µM;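 active = mean inhibition across replicates of 30% or more, regardless of how many single replicates reach that level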;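 note: positive control wells lacked labelled fibronectin entirely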
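Assay system: AH1F fibroblasts assembling fluorescent fibronectin matrix; Amount: 10000 AH1F cells per well; Buffer or medium: DMEM, 2% serum; Probe or stimulus: Alexa488-fibronectin, 24 nM final in well; Doses: single compound dose, delivered by pin transfer; Incubation: 1 h adhesion, overnight exposure; Measured by: fluorescence 485/525 nm; Read-out: fibronectin deposition inhibition.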
PGC1a acetyl inh: PGC1a acetylation modulation, inhibitor mode; U2OS PGC1a acetylation, AlphaScreen anti-acetyl-lysine; with virally co-expressed GCN5 acetyltransferase; inhibition, % at 15.6 µM; hit rate 0.17% among 350,000; AID 651687;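 active = every replicate shows inhibition of at least 40%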;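 note: 0% = neutral control wells and 100% = positive control wells; some results beyond the cut were filed as inactive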
LGR2 inh: inhibitors of bursicon-induced Drosophila LGR2 receptor cAMP signaling | HEK293 LGR2, CRE-luciferase, bursicon-stimulated, 4 h | inhibition, % at 9.99 µM | hit rate 0.35% among 380,000 | AID 720647;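 active = drop in luminescence signal, shown as inhibition above about 50% in the replicate tests, limit read from the data, passing the limit was not always enough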;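 note: agonist challenge used bursicon conditioned medium at about half maximal strength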
EWS-Fli inh: EWS/Fli transcriptional activity inhibition. A673 NR0B1-luciferase reporter, viability-normalised. inhibition, % at 12.6 µM. hit rate 0.67% among 350,000;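 active = mean inhibition of at least 50% after viability correction, with every replicate also passing that limit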;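 note: firefly luciferase signal divided by Alamar Blue viability fluorescence both relative to DMSO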
PglD DTNB: inhibitors of Campylobacter jejuni PglD acetyltransferase | AID 602405 | inhibition, % at 12.5 µM | hit rate 0.098% among 360,000 | purified PglD enzyme, DTNB colorimetric CoA detection; in the data active = inhibition above about 16%, passing the limit was not always enough; note: strong numbers were not always called active
PAX8 reporter: PAX8 transcriptional activity inhibition. RMG-I TPO-luciferase reporter, SteadyGlo, 24 h. inhibition, % at 12.6 µM. hit rate 1.2% among 360,000. AID 652154;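 active = mean replicate inhibition at least 60% with every replicate also reaching 60%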;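 note: luciferase light reporting Pax8 driven TPO promoter activity; plate controls were median of neutral control wells for no effect and mitoxantrone controls for full effect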
S100A4 inh HTS: blocks human S100A4 binding to myosin IIA peptide; S100A4/TAMRA-MyoIIA peptide fluorescence polarization; hit rate 0.14% among 360,000; inhibition, % at 10.7 µM; AID 652163;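 active = mean inhibition of at least 70% across replicates, with every replicate also reaching that level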
Target sequence (P26447 whole entry, looked up): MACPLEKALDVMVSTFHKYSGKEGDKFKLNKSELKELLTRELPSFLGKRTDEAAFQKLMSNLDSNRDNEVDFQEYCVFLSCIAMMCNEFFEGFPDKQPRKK
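Test system: S100A4 monomer protein; Medium: HEPES pH 7.2 with CaCl2, KCl, NaCl, DTT, Triton; Probe or stimulus: TAMRA-labelled myosin IIA heavy-chain peptide probe, 5 nM; Doses: one dose per compound; Times: polarization read 5 min after assay mix addition, stable 5–60 min; Benchmarks: neutral control DMSO, positive control TFP.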
An asterisk follows results filed as active; x = no result given; & = joins results of further samples.

SMILES,ERAP1 HTS inh,FN deposition inh,PGC1a acetyl inh,LGR2 inh,EWS-Fli inh,PglD DTNB,PAX8 reporter,S100A4 inh HTS
COc1nc(N)nc2nc[nH]c12,-0.7,18.1,-20.1,-8.9,2.2,-1.0,-1.3,-0.1
COc1ccccc1N1CCN(C(=O)CCc2c[nH]c3ccccc23)CC1,5.8,-1.8,2.2,17.3,17.2,x,36.1,-6.1
C[C@@H]1CN([C@@H](C)CO)S(=O)(=O)c2ccc(C#C[C@@H](C)O)cc2O[C@H]1CN(C)CC1CCCC1,-6.7,6.4,5.2,-3.8,24.6,-1.6,-19.1,1.7
C[C@H](CO)N1C[C@H](C)[C@H](CN(C)C(=O)Nc2cccc3ccccc23)Oc2ccc(NC(=O)C3CCCCC3)cc2CC1=O,4.3,-0.5,-3.2,23.3,-11.6,-1.7,x,-10.5
CCCN(CCC)CC(O)CN1C(=O)N(CN2C(=O)N(CC(O)CN(CCC)CCC)C(=O)C2(C)C)C(C)(C)C1=O (stereo unspecified),-5.7,8.6,2.5,15.6,-5.6,x,8.7,-1.9
Cc1sc2nc(CN3CCOCC3)[nH]c(=S)c2c1C,5.7,-0.9,x,-12.3,13.4,x,5.7,-11.6
C[C@@H]1CN([C@@H](C)CO)C(=O)c2cc(NS(=O)(=O)c3cn(C)cn3)ccc2O[C@@H]1CN(C)Cc1ccc(C(=O)O)cc1,-2.8,x,-3.9,-12.0,-3.6,0.4,x,1.8
O=C(C[C@@H]1CC[C@@H]2NC[C@@H](O)COC[C@H]2O1)NCCN1CCCC1,-0.6,11.4,5.6,-17.2,26.3,5.7,-45.5,-3.4
CS(=O)(=O)n1nc(OC(=O)c2cccs2)cc1N,1.6,-5.5,4.4,x,16.2,0.3,-16.2,-2.4
C[C@H](CO)N1C[C@H](C)[C@@H](CN(C)C(=O)Nc2ccc(F)cc2)OCCCC[C@H](C)Oc2ccc(NC(=O)Nc3ccc4c(c3)OCO4)cc2C1=O,-1.9,x,-8.7,4.4,-52.5,-3.2,5.4,-35.1
C[C@H](CO)N1C[C@H](C)[C@H](CN(C)S(=O)(=O)c2ccc(F)cc2)Oc2ccc(NC(=O)CCN3CCOCC3)cc2C1=O,2.5,x,-9.4,-3.7,-2.8,-1.2,-6.8,4.4
Cc1ccccc1CSc1[nH]c(=O)ncc1C,2.1,0.8,x,4.4,x,1.6,6.4,5.2
C[C@H]1CN([C@@H](C)CO)C(=O)c2cccc(NC(=O)c3nc4ccccc4s3)c2O[C@H]1CN(C)C(=O)NC1CCCCC1,-2.0,16.6,1.4,8.1,-3.4,-0.5,x,-25.1
CN(C)CC(=O)N1CC2(C1)[C@H](c1ccccc1)[C@H](CO)N2Cc1cc(F)ccc1F,-0.5,-1.3,2.0,-7.6,12.6,x,-9.5,0.8
O=C(NCc1ccc2c(c1)OCO2)c1cccnc1Cl,-1.8,6.5,x,-25.5,13.5,x,-29.3,-4.3

(further entries)
SMILES,ERAP1 HTS inh,FN deposition inh,PGC1a acetyl inh,LGR2 inh,EWS-Fli inh,PglD DTNB,PAX8 reporter,S100A4 inh HTS
COc1ccc(NC(=O)CN(C)C(=O)c2ccc(NS(=O)(=O)c3ccc4[nH]c(=O)[nH]c4c3)cc2)cc1,-0.5,1.0,-3.1,11.0,-4.1,-2.1,-11.3,-2.1
O=c1[nH]nc(SCc2ccccc2Cl)n1-c1ccc2c(c1)OCCO2,x,0.7,-4.1,5.1,9.5,6.7,-13.9,-11.1
Cc1ccc(NC(=O)c2cc(-c3cccs3)on2)cc1C,-2.5,4.2,-3.1,-95.3,-107.2,-1.5,-106.3,27.2
C[C@@H]1CN([C@H](C)CO)C(=O)c2cc(-c3cccc(C(=O)N(C)C)c3)cnc2O[C@@H]1CN(C)CC1CC1,-3.5,x,13.1,1.4,-8.3,-1.5,x,24.6
C[C@@H]1CN([C@@H](C)CO)C(=O)c2cc(NC(=O)Nc3ccc4c(c3)OCO4)ccc2O[C@@H](C)CCCCO[C@H]1CN(C)C(=O)Nc1ccc(C(F)(F)F)cc1,-2.6,-6.4,-7.3,10.3,2.1,2.7,-15.4,-4.2
Cc1ccccc1NC(=S)N(Cc1cccs1)C1CCCC1,4.4,6.7,-2.1,-3.1,-1.5,2.4,11.6,-5.4
C[C@@H]1CN([C@H](C)CO)C(=O)c2cc(-c3ccc(C(=O)N(C)C)cc3)cnc2O[C@H]1CN(C)Cc1ccc(C(=O)O)cc1,0.1,x,6.8,-6.7,0.5,0.7,8.0,-1.3
Cc1noc(C)c1S(=O)(=O)Nc1ccc2c(c1)C(=O)N([C@@H](C)CO)C[C@H](C)[C@@H](CN(C)S(=O)(=O)c1ccc(F)cc1)OCCCC[C@H](C)O2,1.9,x,4.3,12.1,2.5,3.4,-1.7,-16.0
S=C(NCCc1ccccc1)N1CCN(Cc2ccccc2)CC1,1.7,-5.3,x,-24.1,-18.0,x,2.8,-0.6
O=C(O)c1ccc2nc(-c3ccco3)c(-c3ccco3)nc2c1,20.4,4.5,0.8,14.3,-7.0,-5.4,5.6,-0.9
COc1ccc(S(=O)(=O)N(C)C[C@H]2Oc3c(NC(=O)C4CCOCC4)cccc3C(=O)N([C@H](C)CO)C[C@H]2C)cc1,1.5,-1.1,2.8,21.5,4.0,0.8,x,-15.1
CCc1nc2ccc(C(=O)N(CC)CCN(C)C)cn2c1N(C)CCCc1ccccc1,-2.9,-0.9,-7.8,5.9,2.2,0.8,8.0,-4.0
CC(=O)C1=C(C)NC(C)=C(C(C)=O)C1c1ccccc1,1.0,x,0.6,18.0,4.8,x,1.8,11.3
Cc1cc(Cl)ccc1OCc1cn2cccnc2n1,-8.5,-2.0,4.6,-19.3,-89.6,x,-192.7,0.8
C[C@@H]1CN([C@@H](C)CO)C(=O)c2cc(Br)cnc2O[C@H]1CN(C)CC1CCCC1,-2.9,x,-10.4,-7.6,-2.5,-1.2,x,12.3

The list continues.
SMILES,ERAP1 HTS inh,FN deposition inh,PGC1a acetyl inh,LGR2 inh,EWS-Fli inh,PglD DTNB,PAX8 reporter,S100A4 inh HTS
COc1ccc(S(=O)(=O)N(C)C[C@H]2Oc3ccc(NC(=O)CCC(F)(F)F)cc3C(=O)N([C@@H](C)CO)C[C@@H]2C)cc1,0.7,-1.4,7.5,10.7,3.9,-2.0,-5.8,1.2
CN(CCO)c1cc(Sc2nc3ccccc3s2)c2nonc2c1[N+](=O)[O-],2.4,x,15.8,-23.6,53.5*,-2.9,x,1.4
C/C(=N\Nc1cc(C(F)(F)F)ccc1Cl)c1ccccc1O,x,7.7,3.9,8.4,x,-2.4,-15.5,x
CSc1nsc2nc(=O)c(/C=C3\C(C)=Nc4ccccc43)c(N)n12,-0.5,7.1,-21.2,-11.4,19.4,-11.4,-13.8,4.4
CCc1cc(=O)oc2cc(C)cc(OCC(=O)NCCCN3CCOCC3)c12,0.6,-3.6,-4.0,10.4,3.0,-3.1,10.9,-1.3
CN(C)c1ccc(C=C2SC(=S)N(Cc3ccco3)C2=O)cc1,5.0,-52.0,2.8,4.7,-33.8,-0.7,-48.3,-8.7
COc1cc(C(=O)NCc2cn3ccsc3n2)cc(OC)c1OC,x,-0.9,-2.3,-8.1,x,0.0,x,x
CO[C@@H]1CN(C)C(=O)c2cc(NC(=O)C3CC3)ccc2OC[C@@H](C)N(CCc2ccccc2)C[C@@H]1C,x,4.6,2.6,1.0,3.3,1.8,2.0,x
CCOC(=O)C1CCCN(Cc2nc(C3CC3)no2)C1 (stereo unspecified),-3.3,2.1,7.2,15.7,-4.7,-3.9,6.1,-3.5
CC(C)(C)c1ccc(NC(=O)c2cc(C3CCCN(C(=O)CCc4ccccc4)C3)on2)cc1 (stereo unspecified),-4.6,-14.4,-7.0,17.2,10.7,7.5,15.6,0.7
NCCCC[C@H]1CNC(=O)C(=O)N1CCc1cc(C(F)(F)F)cc(C(F)(F)F)c1,4.3,-3.2,-4.4,4.7,-4.9,-5.1,-9.7,-4.2
CO[C@H]1CN(C)C(=O)c2cc(NC(C)=O)ccc2OC[C@H](C)N(Cc2cccc(F)c2)C[C@H]1C,-2.1,-11.1,-10.3,-1.8,-6.9,3.0,12.8,-8.8
O=C(CSc1cccc[n+]1[O-])Nc1ccc2c(c1)OCCO2,6.6,-5.9,-1.2,8.6,-20.4,x,-26.0,3.7
Cc1ccc(CN(CC(O)COc2cccc3[nH]cc(C)c23)C(C)(C)C)cc1 (stereo unspecified),3.4,2.9,-89.6,3.5,23.5,-1.5,21.6,-7.3
Cc1cccc(NC(=O)c2cc3ccccc3oc2=O)c1,-2.5,6.4,-5.6,-1.1,-24.7,9.6,-135.1,1.4

Profiles, looked up by structure. Order of screens: ERAP1 HTS inh, FN deposition inh, PGC1a acetyl inh, LGR2 inh, EWS-Fli inh, PglD DTNB, PAX8 reporter, S100A4 inh HTS
Record of C/C(=N\Nc1cc(C(F)(F)F)ccc1Cl)c1ccccc1O = x, 7.7, 3.9, 8.4, x, -2.4, -15.5, x
Record of CS(=O)(=O)n1nc(OC(=O)c2cccs2)cc1N = 1.6, -5.5, 4.4, x, 16.2, 0.3, -16.2, -2.4

Later entries:
SMILES,ERAP1 HTS inh,FN deposition inh,PGC1a acetyl inh,LGR2 inh,EWS-Fli inh,PglD DTNB,PAX8 reporter,S100A4 inh HTS
COc1ccccc1N1CCN(C(=S)Nc2ccccc2)CC1,-2.0&-0.6,9.7&-1.1,-11.4&-12.3,-13.5&-8.4,-2.2&-7.5,4.8&-2.5,0.4&1.4,0.3&-5.1
COc1ccc(CS(=O)(=O)c2ncn[nH]2)cc1,2.3,-0.2,x,19.4,1.2,7.0,-4.7,-5.4
Cc1ccccc1-n1ncc2c1CC(C)(C)CC2NC(=O)C1=CC(=O)CC(C)(C)O1 (stereo unspecified),-0.4,3.5,x,5.0,-18.6,5.0,11.4,-16.2
CN1c2ccc(-c3ccccc3F)cc2[C@H]2[C@H](CCN2C(=O)NC2CCCCC2)[C@@H]1CO,1.0,-5.5,-13.1,6.1,6.7,x,x,11.7
COC(=O)C1=C(C)N(Cc2ccccc2)C(=NCC2CC2)N[C@H]1c1ccccc1,1.3,-1.9,-3.3,-0.5,10.9,-4.9,19.3,-6.3
Cc1cc(C(=O)COC(=O)c2ccc3c(c2)OCO3)c(C)n1CC1CCCO1 (stereo unspecified),5.0,7.3,x,-49.9,-14.7,x,-89.4,7.3
Cc1noc(C)c1S(=O)(=O)Nc1ccc2c(c1)C(=O)N([C@H](C)CO)C[C@@H](C)[C@H](CN(C)Cc1ccc(C(=O)O)cc1)OCCCC[C@@H](C)O2,-5.0,-17.1,-6.6,7.0,-14.1,6.3,-24.1,14.5
Cc1ccc2c(c1)C(=C(C#N)C#N)CCN2,0.6,x,x,18.0,5.3,x,-2.2,11.7
COc1ccc(C(=O)Nc2ccccc2C(N)=O)cc1,x,-4.3,-9.0,-14.2,x,1.9,x,x
Cc1ccccc1OCC(=O)Nc1nnc(C2CC2)s1,-2.4,-2.6,x,9.9,-13.1,-0.1,-37.8,0.9
COc1ccc(CNC(=O)CCc2nnc3ccc(N4CCC5(CC4)OCCO5)nn23)cc1,-4.5,0.8,-14.6,-3.5,x,0.7,-0.7,0.8
C[C@@H]1CN([C@H](C)CO)C(=O)Cc2cc(NS(=O)(=O)c3ccc(Cl)cc3)ccc2O[C@@H]1CN(C)CC1CCCCC1,-5.2,x,3.6,3.4,-3.3,-1.8,8.9,-0.6
O=C(COc1ccc(Br)cc1)Nc1ccc(C(=O)Nc2ccccc2C(=O)O)cc1,0.5,-8.3,x,12.6,10.3,-0.6,-12.7,11.0

The order is random; 2.1% or so of the library scored in one or more.
